Compound activity as filed in PubChem.
MITF inh: inhibitors of human MITF; O75030; AlphaScreen MITF homodimerization, bead proximity signal; inhibition, % at 2.6 µM; 650,000 compounds, 0.91% hits; in the data active = inhibition above about 50%;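 note: 0% = vehicle wells with protein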
Target sequence (O75030 whole entry, looked up): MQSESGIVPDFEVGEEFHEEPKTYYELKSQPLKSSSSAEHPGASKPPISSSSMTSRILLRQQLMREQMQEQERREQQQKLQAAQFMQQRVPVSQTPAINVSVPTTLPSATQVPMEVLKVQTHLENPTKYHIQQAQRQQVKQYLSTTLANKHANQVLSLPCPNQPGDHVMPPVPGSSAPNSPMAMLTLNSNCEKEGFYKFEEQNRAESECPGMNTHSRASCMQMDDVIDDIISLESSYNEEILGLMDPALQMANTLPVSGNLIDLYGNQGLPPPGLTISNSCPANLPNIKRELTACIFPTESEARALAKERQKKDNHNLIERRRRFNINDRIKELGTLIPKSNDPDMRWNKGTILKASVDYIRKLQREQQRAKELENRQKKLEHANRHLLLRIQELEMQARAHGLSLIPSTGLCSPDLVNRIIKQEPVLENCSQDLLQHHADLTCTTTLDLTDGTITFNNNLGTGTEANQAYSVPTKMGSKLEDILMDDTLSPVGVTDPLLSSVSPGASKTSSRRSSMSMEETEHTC
TEAD-YAP inh: TEAD-YAP interaction inhibition; HEK-TIYL cells, TEAD-Gal4/YAP UAS-luciferase luminescence; inhibition, % at 9.12 µM; 640,000 compounds, 1.4% hits; AID 1259422; in the data active = inhibition above about 32%;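 note: 0% = median of test compound wells and 100% = reference inhibitor wells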
FBW7 activator: human FBW7 E3 ligase activation, primary screen; 650,000 compounds, 0.13% hits; normalized activity (activation), % at 26.1 µM; Q969H0; AlphaScreen FBW7–phospho-cyclin E peptide binding, activator screen; AID 1259310; in the data active = normalized activity above about 1.9%;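 note: purified mutant Fbw7 with reduced substrate affinity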
GPR151 activ: activates the human receptor GPR151; Q8TDV0; PathHunter beta-arrestin GPR151 cells, luminescence; activation, % at 11.2 µM; 650,000 compounds, 1% hits; AID 1508602; in the data active = activation above about 4.9%;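 note: 0% = median of compound wells and 100% = cells with positive control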
The depositor's hits bear a star; x = no result given; & = joins results of further samples.

The first 6 entries, to show the layout:
SMILES	MITF inh	TEAD-YAP inh	FBW7 activator	GPR151 activ
COc1cc(CN2CCN(Cc3ccsc3)C(CCO)C2)cc(OC)c1 (stereo not drawn)	-6	-1	0.0	-1.3
Cc1ccc2nsnc2c1S(=O)(=O)Nc1ccc(Br)cc1	3	-7	-0.2	0.8
Cc1sc(NC(=O)CC23CC4CC(CC(C4)C2)C3)c(C(N)=O)c1-c1ccccc1	11	4	0.3	1.3
N#Cc1ccc(-c2cccs2)nc1SCc1ccncc1	-18	-74	0.3	-0.8
COc1ccc(OC)c(-c2nc(-c3ccccc3)c(-c3ccccc3)[nH]2)c1	20	1	-0.2	-1.6
Cc1ccccc1C(=O)N1CCCN(C(=O)c2ccccc2C)CC1	2	6	-0.1	2.2

The list itself, repeating the preview:
SMILES	MITF inh	TEAD-YAP inh	FBW7 activator	GPR151 activ
COc1cc(CN2CCN(Cc3ccsc3)C(CCO)C2)cc(OC)c1 (stereo not drawn)	-6	-1	0.0	-1.3
Cc1ccc2nsnc2c1S(=O)(=O)Nc1ccc(Br)cc1	3	-7	-0.2	0.8
Cc1sc(NC(=O)CC23CC4CC(CC(C4)C2)C3)c(C(N)=O)c1-c1ccccc1	11	4	0.3	1.3
N#Cc1ccc(-c2cccs2)nc1SCc1ccncc1	-18	-74	0.3	-0.8
COc1ccc(OC)c(-c2nc(-c3ccccc3)c(-c3ccccc3)[nH]2)c1	20	1	-0.2	-1.6
Cc1ccccc1C(=O)N1CCCN(C(=O)c2ccccc2C)CC1	2	6	-0.1	2.2
Cc1ccc2c(c1)C(c1ccccc1)=Nc1ccc(C)cc1C(c1ccccc1)=N2	3	-8	-0.1	0.0
O=C(O)c1ccc(N=Cc2cccc([N+](=O)[O-])c2O)cc1	-8	8	0.3	0.3
CS(=O)(=O)N1CCCC(C(=O)Nc2ccc(F)c(Cl)c2)C1 (stereo not drawn)	-3	17	-0.1	0.1
NC(CC(=O)Nc1ccccc1)C(=O)O (stereo not drawn)	-8	-4	0.0	-0.4
O=C1CSC(c2ccc(OC(F)F)cc2)N1c1ccc(Oc2ccccc2)cc1 (stereo not drawn)	14	0	0.7	-0.7
Cc1cccc(-n2ncc3c(NCCCN(C)C)ncnc32)c1	8	-20	0.0	-0.1
CCc1ccc(C(C(=O)NC2CCCC2)N(Cc2cccnc2)C(=O)c2csnn2)cc1 (stereo not drawn)	24	0	-0.1	1.6
Cc1ccc(CNC(=O)c2sc3nc4n(c(=O)c3c2C)CCCC4)cc1	4	-11	-0.1	1.2
Cc1ccc(S(=O)(=O)NCCC(=O)O)cc1	2&-5	9&-9	-0.1&0.0	-1.3&1.2
CCOc1ccc(C(C)=O)cc1N1C(=O)C2C3C=CC(C3)C2C1=O (stereo not drawn)	33	12	0.0	-2.7
Cc1ccc(C(=O)Nc2ccc(S(=O)(=O)N3CCCCC3c3cccnc3)cc2)cc1C (stereo not drawn)	9	14	0.0	-0.4
CCOC(=O)C1(CC2CCCCO2)CCN(C(=O)Nc2cc(Cl)ccc2OC)CC1 (stereo not drawn)	-3	3	0.0	-0.3
CCOC(=O)c1ccc2c(c1)N(CC(=O)Nc1ccccc1)C(=O)C(C)(C)O2	0	-11	0.0	-0.1
COCCNC(=O)c1cc(Nc2ccccc2OC)nc2ccccc12	2	6	0.6	0.6
CCOC(=O)C1CCCN(C(=S)Nc2cc(OC)cc(OC)c2)C1 (stereo not drawn)	0	1	-0.3	1.9
COc1ccc(C2C(C(=O)OCc3ccccc3)=C(C)NC3=C2C(=O)CC(C)(C)C3)cc1OC (stereo not drawn)	0	-20	-0.9	-0.6
COc1ccc(Br)cc1/C=C1/SC(=Nc2ccccc2)N(C2CCCCC2)C1=O	-1	4	0.1	-0.5
Cc1[nH]ncc1-c1ccc2nc(C3COc4ccc(F)cc4C3)oc2c1 (stereo not drawn)	8	-12	-0.3	1.9
COc1ccc(/C=C(/NC(=O)c2ccccc2Br)C(=O)NCCC(=O)O)c(OC)c1	-10	-8	0.1	0.2
O=S(=O)(c1ccc(Br)cc1)N1CCN(c2ccc3cnccc3c2)CC1	10	7	0.0	0.5
COc1ccc(-c2noc(CN(C(=O)N3CCOCC3)C(C)C)n2)cc1	-4	-5	-0.2	0.2
O=C1N(CC2CC2)CCN1c1ccc2c(c1)OCO2	7	15	0.2	-9.6
O=C1CCc2cc(S(=O)(=O)N3CCC(C(=O)NCc4cccnc4)CC3)ccc2N1	-9	4	-0.1	-0.4
O=C(NC1CC1)c1ccc2nc(NCc3cccnc3)sc2c1	6	-6	0.2	-1.0

Rewritten as labelled records: part of the list above
COCCNC(=O)c1cc(Nc2ccccc2OC)nc2ccccc12
  MITF inh: 2
  TEAD-YAP inh: 6
  FBW7 activator: 0.6
  GPR151 activ: 0.6
CCOC(=O)C1CCCN(C(=S)Nc2cc(OC)cc(OC)c2)C1 (stereo not drawn)
  MITF inh: 0
  TEAD-YAP inh: 1
  FBW7 activator: -0.3
  GPR151 activ: 1.9

New compounds follow:
SMILES	MITF inh	TEAD-YAP inh	FBW7 activator	GPR151 activ
CC(C)(C)NC(=O)c1ccc(N2C(=O)c3ccc([N+](=O)[O-])cc3C2=O)cc1	-1	2	0.0	-0.4
O=C(N/N=C/c1cccc([N+](=O)[O-])c1)c1cc(I)ccc1Cl	-8	-11	0.2	-0.4
CCS(=O)(=O)N1CCN=C1SCc1ccc([N+](=O)[O-])cc1	4	11	0.0	-1.8
COc1cccc(-c2ccc(SCCN3CCCCC3)nn2)c1	16	-25	0.1	-6.6
CC(=O)c1cccc(NC(=O)CCSc2ccc(C)cc2)c1	-3	-1	0.0	-1.2
Cc1cccc(N2CCN(Cc3nnnn3Cc3ccc(F)cc3)CC2)c1C	-3	-1	-0.2	-0.1
COc1ccc2c(=O)cc(-c3ccc(OC)c(OC)c3)oc2c1	10	-32	1.6	-0.6
O=CN1CCN(C2CC(=O)N(c3ccc(Br)cc3)C2=O)CC1 (stereo not drawn)	0	-11	-0.2	-1.2
CC(C)Sc1nc2ccccc2n1CCO	4	2	-0.1	2.7
COc1ccc(C2Nn3c(C)nnc3SC2C(=O)N2CCCCCC2)cc1 (stereo not drawn)	9	9	0.0	1.4
O=C1c2ccccc2C(=O)N1c1ccc(OCc2ccccc2)cc1	12	-9	0.7	-0.4
CCOC(=O)c1ccc(N2N=C(C(F)(F)F)/C(=C/c3ccc4c(c3)OCO4)C2=O)cc1	-6	9	0.1	0.7
OCCCc1nc2ccccc2n1CCCOc1ccccc1	-10	8	0.4	-0.5
COc1ccc(CCNc2ncnc3nc(-c4c(C)noc4C)[nH]c23)cc1	8	11	0.3	0.3
O=c1c2sccc2nc(SCc2cc(=O)n3ccccc3n2)n1-c1ccc(Br)cc1	-12	0	0.0	0.4
O=C(CSc1nnnn1-c1ccccc1)N1CCNC1=O	6	-6	0.1	0.2
O=C1NC2(CCCCCC2)N=C1c1cccc(F)c1	0	5	0.1	-1.4
CC(C)C(=O)OCCN1C(=O)c2cccc3c(N4CCCCC4)ccc(c23)C1=O	-2	-3	-0.1	1.8
COc1ccc(OC)c(NS(=O)(=O)c2coc(C(N)=O)c2)c1	7	0	-0.2	-0.3
CCOc1ccc(NC(=O)C2CC(=O)NC(N3CCc4ccccc43)=N2)cc1 (stereo not drawn)	13	4	0.3	-0.6
CCc1ccccc1NC(=O)C1CCCN1c1nnc(N2CCCC2=O)s1 (stereo not drawn)	11	-2	0.8	1.7
CC(=O)c1cccc(-c2ncc(C(N)=O)s2)c1	5	2	0.0	0.0
Cc1ccccc1NC(=O)N1CCOc2ccc(Cl)cc21	-5	-13	0.1	3.7
c1ccc(CCNc2c3c(nc4ncnn24)CCC3)cc1	13	-8	0.1	0.0
O=c1cc(C(F)F)oc2ccc([N+](=O)[O-])cc12	-3	2	-0.1	0.7
COc1ccc(NC(=O)c2cnn3cccnc23)cc1Cl	-17	-48	-0.1	-0.9
CC(C)N(C(=O)Cc1csc(NC(=O)Nc2ccccc2)n1)C(C)C	-11	-5	0.0	0.3
CC(C)CC(=O)Nc1ccc(C(=O)COc2ccc(-c3nnco3)cc2)cc1	18	0	0.0	0.3
O=C(CN1C(=O)C(=O)N(C2CCCC2)C1=O)Nc1ccc(S(=O)(=O)N2CCCC2)cc1	-8	-3	-0.1	-1.4
CCNc1nc2ccc(C(=O)NCCc3ccc(O)cc3)cc2s1	-4	-7	0.0	-1.3

Part of the list above in a different format.
| Molecule | MITF inh | TEAD-YAP inh | FBW7 activator | GPR151 activ |
| --- | --- | --- | --- | --- |
| O=C1N(CC2CC2)CCN1c1ccc2c(c1)OCO2 | 7 | 15 | 0.2 | -9.6 |
| O=C1CCc2cc(S(=O)(=O)N3CCC(C(=O)NCc4cccnc4)CC3)ccc2N1 | -9 | 4 | -0.1 | -0.4 |
| O=C(NC1CC1)c1ccc2nc(NCc3cccnc3)sc2c1 | 6 | -6 | 0.2 | -1.0 |

A different layout for three compounds above.
smiles | MITF inh | TEAD-YAP inh | FBW7 activator | GPR151 activ
CCOC(=O)C1(CC2CCCCO2)CCN(C(=O)Nc2cc(Cl)ccc2OC)CC1 (stereo not drawn) | -3 | 3 | 0.0 | -0.3
COc1ccc(C2Nn3c(C)nnc3SC2C(=O)N2CCCCCC2)cc1 (stereo not drawn) | 9 | 9 | 0.0 | 1.4
COc1ccc2c(=O)cc(-c3ccc(OC)c(OC)c3)oc2c1 | 10 | -32 | 1.6 | -0.6

Next compounds.
SMILES	MITF inh	TEAD-YAP inh	FBW7 activator	GPR151 activ
O=C(Nc1nccs1)c1cn(-c2ccccc2)nc1-c1cccnc1	-2	38*	-0.1	1.8
CC1(c2ccccc2)OC(C(=O)O)=CC1=O (stereo not drawn)	9	x	-0.1	0.2
Cc1cc(C(=O)N(CCCN(C)C)c2nc3ccccc3s2)n(C)n1	7	-10	0.0	0.2
Nc1nonc1-n1nnc(C(=O)N2CCCCC2)c1-c1ccccc1	10	12	0.1	-0.3
N#CC1=C(N)N(c2ccc(Cl)cc2[N+](=O)[O-])C2=C(C(=O)CCC2)C1c1ccccc1C(F)(F)F (stereo not drawn)	1	1	0.1	-1.1
COC(=O)C1CCCN(S(=O)(=O)c2c(C)noc2/C=C/N(C)C)C1 (stereo not drawn)	-10	-1	0.0	0.9
COc1cc(NC(=O)CSc2nnc(C)s2)cc(OC)c1OC	9	-16	0.5	-0.6
O=C(CN1CCC2(CC1)Nc1ccccc1-n1cccc12)N1CCOCC1	7	1	0.0	2.8
c1ccc(OCCNc2nc(N3CCc4ccccc4C3)nc3nc[nH]c23)cc1	-1	-7	-0.2	-0.6
CCCCCCOc1ccccc1/C=C1\C(=O)N(c2ccc([N+](=O)[O-])cc2)N=C1c1ccccc1	-8	6	-0.2	0.0
O=C(COC(=O)CSc1nc(-c2ccccc2)cc(-c2ccccc2)n1)NCc1ccccc1	13	4	0.2	-1.7
O=C(Nc1cccc(N2CCC(NCc3cnn(Cc4ccccc4)c3)CC2)c1)C1CC1	-15	2	-0.1	-1.1
CCN1C(=O)CC(N2CCN(CC(=O)NC(C)C)CC2)C1=O (stereo not drawn)	-5	4	-0.1	-1.5
